cytoskel mod = modifiers of F-actin cytoskeleton organization, primary screen, imaging, HUVEC, phalloidin staining, high-content imaging; HUVEC TNFa F-actin phalloidin imaging; inhibition, % at 2 µM; 91,000 compounds, 0.18% hits; AID 836, 2007;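 active = inhibition above the batch mean plus 3 SD and confirmed as a hit by visual image inspection, cut at about 30% in these data, passing the limit was not always enough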; also: strong numbers were not always called active
IL1B cytotox = cytotoxicity in IL-1B stimulated HUVEC, primary screen, cytotoxicity control for IL-1B NFkB translocation project, imaging, Hoechst nuclear count, IL-1B stimulus; HUVEC cell count loss; cell count reduction, % at 2 µM; 94,000 compounds, 0.41% hits;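 active = cell count reduction more than 3 SD above the screen-wide mean, cut at about 70% in these data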;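 also: normalized per plate to untreated control cells as the no-loss baseline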
LYP inh 2 = PTPN22 phosphatase inhibitors, primary screen, biochemical, DiFMUP fluorescence, 2 µM; recombinant LYP catalytic domain; 96,000 compounds, 0.21% hits; Tyrosine-protein phosphatase non-receptor type 22 (Homo sapiens), Q9Y2R2; inhibition, % at 2 µM; AID 640, 2007;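 active = inhibition at 2 µM at or above a set limit, the screen mean plus 3 SD, cut at about 24% in these data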;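 also: 0% = DMSO with enzyme and 100% = enzyme fully blocked by orthovanadate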
DAT uptake mod = changed hDAT dopamine uptake under cocaine IC80, either direction, primary screen, cocaine antagonist project, cell-based, LLC-PK1 hDAT, [14C]-dopamine uptake, MLSMR | 110,000 compounds, 1.3% hits | B-score at 10 µM | AID 449768, 2010 | LLC-PK1 hDAT cells, [14C]-dopamine uptake with cocaine IC80; actives deviate in either direction | Sodium-dependent dopamine transporter (Homo sapiens), Q01959;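 active = Z score or B-score, a plate-position-corrected score, falls beyond the plate's 99.7% confidence bounds, in either direction; inactive = both scores lie inside the 99.7% bounds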;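 also: scored against the spread of the other compound wells on the same plate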
HUVEC tox TNFa = cytotoxicity in TNFa-stimulated HUVEC, primary screen, cytotoxicity control for VCAM1 expression modulator project, imaging, Hoechst nuclei count. HUVEC TNFalpha-stimulated, Hoechst cell count. 93,000 compounds, 0.17% hits. AID 848, 2007. cell count reduction, % at 2 µM;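 active = cell count reduction exceeding the screen mean by over 5 SD, scaled to untreated wells per plate, cut at about 78% in these data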;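 also: cells counted after 24 h of TNF alpha exposure following the 1 h pretreatment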
MT1-MMP txn act = MT1-MMP promoter reporter activation – cell-based, luciferase luminescence, primary screen; HT1080 MT1-MMP promoter luciferase reporter, overnight; active compounds read high; activation factor at 10 µM; 86,000 compounds, 0.16% hits;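 active = activation factor of at least 2 for MT1-MMP transcription at 10 µM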
VCAM1 TNFa inh = inhibitors of TNFa-induced VCAM1 expression, primary screen, imaging, HUVEC, TNFa stimulus, immunofluorescence. AID 802, 2007. inhibition, % at 2 µM. HUVEC TNFa-induced VCAM-1 immunofluorescence, high-content imaging. 95,000 compounds, 0.48% hits;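 active = inhibition above the batch mean plus 3 SD, with images confirmed as a hit by eye, cut at about 37% in these data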;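 also: 0% = TNF-stimulated DMSO wells and 100% = unstimulated control wells; not every result past the cut was called active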
Calb biofilm kill = clotrimazole potentiators killing Candida biofilms, primary screen, with clotrimazole, Alamar Blue; C. albicans biofilm + clotrimazole; inhibition, % at 6 µM; AID 834, 2007; 85,000 compounds, 0.14% hits;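 active = inhibition above 20%; inactive = inhibition below 20%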;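 also: preformed 24 hr biofilms exposed to compound for 48 hr; 0% = biofilm without compound and 100% = blank killed by clotrimazole plus chlorhexidine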
Smad3 FoxH1 inh = Smad3/FoxH1 peptide binding inhibitors, primary screen, biochemical, TR-FRET; 88,000 compounds, 0.29% hits; inhibition, % at 25 µM; TR-FRET Smad3/Dy647-FoxH1 peptide binding, europium anti-His;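 active = compounds that reduce the energy-transfer binding signal between the protein and its labelled peptide by more than half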;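 also: 0% = Smad3 plus labelled peptide maximal FRET and 100% = peptide-only background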
Target sequence (P84022 whole entry, looked up): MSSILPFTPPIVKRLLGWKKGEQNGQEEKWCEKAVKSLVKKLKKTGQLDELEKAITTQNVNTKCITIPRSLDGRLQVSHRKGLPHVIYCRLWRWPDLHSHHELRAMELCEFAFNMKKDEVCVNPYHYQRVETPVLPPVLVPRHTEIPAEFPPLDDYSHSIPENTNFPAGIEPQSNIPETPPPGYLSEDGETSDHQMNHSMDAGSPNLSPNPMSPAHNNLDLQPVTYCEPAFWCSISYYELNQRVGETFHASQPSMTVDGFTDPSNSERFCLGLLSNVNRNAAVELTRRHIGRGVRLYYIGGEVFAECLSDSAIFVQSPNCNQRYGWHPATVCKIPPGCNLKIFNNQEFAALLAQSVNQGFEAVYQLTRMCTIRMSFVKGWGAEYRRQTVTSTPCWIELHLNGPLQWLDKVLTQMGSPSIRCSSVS
* marks the source's active call; other numbers are inactive results; / = not tested or not shown. An excerpt; the hit share may differ from the screen's.

1	C1CCC(C(CC2CCCCN2)C2CCCCC2)CC1 (stereo not given)
2	CCC(C)n1ncn(-c2ccc(N3CCN(c4ccc(OCC5COC(Cn6cncn6)(c6ccc(Cl)cc6Cl)O5)cc4)CC3)cc2)c1=O (stereo not given)
3	CC[N+](C)(CC)CCOC(=O)C(O)(c1ccccc1)C1CCCCC1 (stereo not given)
4	C[C@]12CCC(=O)C=C1CC[C@@H]1[C@@H]2CC[C@@]2(C)[C@H]1CC[C@]2(O)C(=O)CO
5	CCN(CC)CCNC(=O)c1cc(Cl)c(N)cc1OC
6	CC(COc1ccccc1)NC(C)C(O)c1ccc(O)cc1 (stereo not given)
7	O=C(CCNNC(=O)c1ccncc1)NCc1ccccc1
8	O=C(NCCc1c[nH]c2ccccc12)c1cccnc1

assay / compound | 1 | 2 | 3 | 4 | 5 | 6 | 7 | 8
cytoskel mod | / | / | / | / | / | / | / | -6
IL1B cytotox | / | / | / | / | / | / | / | 31
LYP inh 2 | / | / | / | / | / | / | / | -1
DAT uptake mod | 0.33 | -0.53 | -0.3 | 0.21 | 0.86 | -0.94 | 1 | -0.8
HUVEC tox TNFa | / | / | / | / | / | / | / | 4
MT1-MMP txn act | 0.8 | 1 | 1 | 1 | 1.1 | 1.1 | 1.1 | /
VCAM1 TNFa inh | / | / | / | / | / | / | / | 6
Calb biofilm kill | 1 | 7 | 4 | 6 | 15 | 3 | 10 | 3
Smad3 FoxH1 inh | 1 | 17 | 3 | 6 | -5 | 6 | -4 | -4

Shown tab-delimited: entries from further up
no.	Structure	cytoskel mod	IL1B cytotox	LYP inh 2	DAT uptake mod	HUVEC tox TNFa	MT1-MMP txn act	VCAM1 TNFa inh	Calb biofilm kill	Smad3 FoxH1 inh
2	CCC(C)n1ncn(-c2ccc(N3CCN(c4ccc(OCC5COC(Cn6cncn6)(c6ccc(Cl)cc6Cl)O5)cc4)CC3)cc2)c1=O (stereo not given)	/	/	/	-0.53	/	1	/	7	17
3	CC[N+](C)(CC)CCOC(=O)C(O)(c1ccccc1)C1CCCCC1 (stereo not given)	/	/	/	-0.3	/	1	/	4	3

Later entries
9	Cc1cc(-c2ccccc2)nnc1NCCN1CCOCC1
10	CC(=O)NC(Cc1ccccc1)C(=O)O (stereo not given)
11	Cc1nc2ccccn2c(=O)c1CCN1CCC(C(=O)c2ccc(F)cc2)CC1
12	CCOc1ccc(NC(=O)Cn2cc(C(=O)c3ccco3)c3ccccc32)cc1
13	CCOc1ccc(C(=O)OCCN(CC)CC)cc1
14	Oc1ccc(/C=C/c2cc(O)cc(O)c2)cc1
15	COc1ccc(/C=C/C(=O)Nc2ccccc2C(=O)O)cc1OC

assay / compound | 9 | 10 | 11 | 12 | 13 | 14 | 15
cytoskel mod | / | / | / | 8 | 1 | / | /
IL1B cytotox | / | -5 | / | -17 | 10 | / | /
LYP inh 2 | / | -1 | / | 1 | 0 | / | /
DAT uptake mod | 1.9 | 0.28 | 0.14 | -0.96 | 0.53 | 1.4 | 1.3
HUVEC tox TNFa | / | / | / | 11 | 9 | / | /
MT1-MMP txn act | 1 | 1.3 | 1 | 1.2 | 1.1 | 0.3 | 0.5
VCAM1 TNFa inh | / | / | / | 7 | -1 | / | /
Calb biofilm kill | 10 | -2 | 12 | 3 | 2 | 8 | 6
Smad3 FoxH1 inh | -2 | -7 | -3 | -6 | 20 | -7 | 5

Of the compounds above, these contain a halogen:
2	CCC(C)n1ncn(-c2ccc(N3CCN(c4ccc(OCC5COC(Cn6cncn6)(c6ccc(Cl)cc6Cl)O5)cc4)CC3)cc2)c1=O (stereo not given)
5	CCN(CC)CCNC(=O)c1cc(Cl)c(N)cc1OC
11	Cc1nc2ccccn2c(=O)c1CCN1CCC(C(=O)c2ccc(F)cc2)CC1

assay / compound | 2 | 5 | 11
cytoskel mod | / | / | /
IL1B cytotox | / | / | /
LYP inh 2 | / | / | /
DAT uptake mod | -0.53 | 0.86 | 0.14
HUVEC tox TNFa | / | / | /
MT1-MMP txn act | 1 | 1.1 | 1
VCAM1 TNFa inh | / | / | /
Calb biofilm kill | 7 | 15 | 12
Smad3 FoxH1 inh | 17 | -5 | -3

Source: PubChem BioAssay (several laboratories)
